# Siah-1 displacement = blockers of Siah-1 interaction with plectin peptide – biochemical, fluorescence polarization, rhodamine-plectin, uHTS, primary screen (AID 1817). one-dose displacement, % at 20 µM; IC50 in µM for titrated hits. 0.02% of 290,000 active. Siah-1 / rhodamine-plectin peptide fluorescence polarization; higher % means a stronger effect;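 active means displacement of at least 50% at 20 µM, with a fluorescence ratio check between 0.3 and a set limit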;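 further: plate controls were Siah plus tracer with DMSO for no effect and tracer alone without Siah for full effect; strong numbers were not always called active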
# Myeloid diff MLP = compounds promoting myeloid differentiation; AID 624256; 1% of 360,000 active; calls only at 10 µM; ER-HoxA9 myeloid progenitors, lysozyme-GFP differentiation, flow cytometry;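 active means normalized GFP-positive differentiation at or above the plate's own cutoff, the solvent-only control mean plus 3 SD; inconclusive means no clear call, values can overlap the other calls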;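 further: cells exposed to compound for four days before flow analysis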
# PMI inhibitors = inhibitors of human PMI, primary screen, biochemical, fluorescence intensity, coupled assay (AID 1209); purified PMI enzyme, coupled fluorescence intensity; higher % means a stronger effect; 0.42% of 190,000 active; one-dose inhibition, % at 20 µM; IC50 in µM for titrated hits;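 further: plate controls were DMSO vehicle for no effect and wells lacking substrate for full effect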
# TNAP activators = human TNAP enzyme activators, primary screen, biochemical, luminescent, no phosphate acceptor, uHTS (AID 1001); purified TNAP, luminescent activation assay, no phosphate acceptor; higher activation fold means a stronger effect; activation fold at 20 µM; hits with a dose series show EC50 in µM; 0.03% of 200,000 active; in the data active means activation fold from about 3, or a potency from the dose series; inactive means the rest, 99 in 100 with activation fold below about 1.6; further: many of its hits are not listed in these tables
# PMI inhibition = human PMI inhibitors, high substrate, primary screen, biochemical, fluorescence intensity, high mannose 6-phosphate (AID 1220). 0.66% of 190,000 active. recombinant PMI enzyme, coupled fluorescence intensity; higher % means a stronger effect. one-dose inhibition, % at 20 µM; IC50 in µM for titrated hits
# RSV antiviral HEp-2 = RSV antiviral activity via CPE protection, HEp-2 cells, primary 10 µM value included (AID 2391). HEp-2 cells, RSV-induced CPE inhibition; higher % means a stronger effect. CPE inhibition, % at 10 µM; hits with a dose series show IC50 in µM. 0.13% of 310,000 active; in the data active means a potency from the dose series; inconclusive means CPE inhibition mostly from about 23% at the one dose, without a potency; inactive means the rest, 99 in 100 with CPE inhibition below about 21%; further: strong numbers were not always called active
# XIAP displacement = XIAP antagonists, biochemical, IAP family, fluorescence polarization (AID 1018) | XIAP BIR domain, fluorescence polarization peptide displacement; higher % means a stronger effect | displacement, % at 20 µM; hits with a dose series show IC50 in µM | 0.007% of 200,000 active; in the data active means displacement above about 50%; further: a part of the inactive calls stands beside numbers as strong as those of hits
# PhoP inhibition = PhoP-dependent GFP reporter repression – Salmonella Typhimurium, primary screen (AID 1863) | S. Typhimurium PhoP-regulated promoter GFP reporter, 4 h; higher % means a stronger effect | inhibition, % at 50 µM; hits with a dose series show IC50 in µM | 0.16% of 300,000 active;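 active means inhibition over 29.93%, a cutoff 3 SD above the screen mean, later confirmed by dose response; inconclusive means inhibition over 29.93% but no dose response follow-up; inactive means inhibition at most 29.93% or unconfirmed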;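 further: 0% = low Mg2+ inducing control and 100% = high Mg2+ repressing control; strong numbers were not always called active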
# WT yeast gro inh = growth inhibition of WT yeast, mitochondrial fusion screen; mitochondrial fusion phenotypic screen, WT strain; inhibition, % at 10 µM; 2.1% of 190,000 active; AID 1362; in the data active means inhibition above about 58%; tested in S. cerevisiae
# WT yeast gro inh mutant strain = further read-out of WT yeast gro inh, marked with its call; inhibition, %; mitochondrial fusion phenotypic screen, mutant strain inhibition
# Myeloid diff MLP GFP+ MAC1+ % = second read-out of Myeloid diff MLP, no call of its own (marks repeat the call); GFP+ MAC1+ double positive, %; measured here: differentiation confirmed by MAC1 staining
# * hit, by the source's call; i = inactive; u = inconclusive; x = no result given; + = active, no number. Unless noted, no stated cut-off is given here; in the data, active means inhibition above about 50%; inactive means the rest.
SMILES,Siah-1 displacement,Myeloid diff MLP,Myeloid diff MLP GFP+ MAC1+ %,PMI inhibitors,TNAP activators,PMI inhibition,RSV antiviral HEp-2,XIAP displacement,PhoP inhibition,WT yeast gro inh,WT yeast gro inh mutant strain
Cc1ccc(-c2cn(S(=O)(=O)c3ccc(C)cc3)nc2N)cc1,1%,i,1.0,6%,1,3%,1.9%,-7.8%,-5%,-25,7
Cc1cc(C)c(C#N)c(Oc2ccc(O)cc2)n1,-1%,i,2.3,4%,1.1,4%,1.5%,-4.2%,8%,-4,-3
C=CCn1c(=NC(=O)c2cccs2)sc2cccc(OC)c21,-9%,i,0.5,x,x,x,0.8%,x,4%,x,x
Cc1nnc(SC(C)C(=O)Nc2ccc(S(=O)(=O)NC3CCCCC3)cc2)s1 (stereo not given),9%,i,15,6%,1.1,6%,21%,-9.9%,-2%,-6,0
CN1CCOc2cc(S(=O)(=O)Nc3ccc(F)cc3)ccc21,0%,i,1.0,1%,1.1,0%,10%,-3.1%,8%,10,-9
Cc1ccc(NC(=O)c2ccc(S(=O)(=O)N3CCOCC3)cc2)cc1,2%,i,0.8,x,x,x,2.0%,x,-1%,x,x
COc1ccc(C(=O)Nc2ccc(S(=O)(=O)N3CCCCC3)cc2)cc1OC,-2%,i,1.1,8%,1.1,4%,0.3%,-2.6%,-6%,-6,-3
COc1ccc(/C=C/C(=O)C2CC2)cc1COc1c(C)cccc1C,0%,i,0.8,9%,1.1,6%,11%,-0.1%,-2%,57,1
CN(C)S(=O)(=O)c1ccc(NC(=O)CNc2cc(S(=O)(=O)N3CCCC3)ccc2OCC(F)(F)F)cc1,7%,i,1.0,17%,1.2,5%,11%,-1.3%,1%,0,-10
CCOc1ccc2nc(NC(=O)c3cnccn3)sc2c1,0%,x,x,11%,1.1,4%,3.2%,-19%,-1%,-20,1
COc1ccccc1-c1cc(C(=O)N/N=C/c2ccoc2)c2ccccc2n1,-2%,i,0.7,x,x,x,1.7%,x,1%,x,x
CCCC(=O)Nc1nnc(SCC(=O)NCc2ccco2)s1,4%,i,1.4,-1%,1.1,6%,0.7%,-6.3%,-3%,-6,18
Clc1ccc(OCCn2ccnc2)c(Cl)c1,11%,i,4.3,9%,1,4%,10%,-1.3%,27%,6,5
CC1=C(C#N)C(NC(=O)c2ccccc2Cl)(C(F)(F)F)C(=O)N1 (stereo not given),2%,i,0.5,2%,1.1,8%,1.3%,-11%,-2%,-14,2
COc1cc(/C=N/n2cc(-c3ccccc3)[nH]c2=S)cc(OC)c1O,10%,i,0.4,x,x,x,8.7%,x,-9%,x,x
COc1ccccc1NC(=O)c1ccccc1SC,0%,i,0.3,13%,1.1,10%,0.7%,2.2%,4%,-6,-21
O=C(c1ccc2[nH]c(=O)c(=O)[nH]c2c1)N1CCN(Cc2ccccc2)CC1,0%,i,2.2,x,x,x,-1.5%,x,-15%,x,x
COc1ccc(C2CC(c3ccccc3)=NN2C(=O)COC(=O)c2nc3nc(C)cc(C)n3n2)cc1 (stereo not given),-2%,i,0.7,7%,1.1,5%,u,-9.5%,-1%,-7,-2
CCOC(=O)Cc1csc(NC(=O)COc2c(C)cccc2C)n1,-4%,i,0.0,8%,1.1,6%,0.1%,-2.1%,-7%,-4,-4
COc1ccc(C(=O)Nc2cc(C)ccc2NC(=O)COc2ccccc2)cc1,7%,i,2.0,-8%,1.2,-14%,-0.2%,-3.1%,38%,-8,-4
Cc1cc(Nc2cccc(Cl)c2)nc(-c2ccccc2O)n1,5%,i,0.3,x,x,x,74%,x,1%,x,x
CCCOc1ccccc1C1CC(=O)Nc2cc3c(cc21)OCCO3 (stereo not given),27%,u,x,6%,1.1,11%,1.4%,3.1%,-1%,19,7
CC1CCc2sc(-c3n[nH]c(=S)o3)cc2C1 (stereo not given),-10%,i,0.5,-21%,0.9,-24%,6.3%,-7.8%,-4%,52,28
CN1CCCC1CCNC1C2CC3CC(C2)CC1C3 (stereo not given),-2%,i,12,-6%,0.9,1%,-0.3%,-6.2%,9%,12,7
CCCCOC(=O)Nc1nnc(/C=C/c2ccc(OC)cc2)s1,9%,i,0.1,10%,1.7,9%,2.3%,1.9%,-8%,-10,10
COC(=O)c1sccc1NC(=O)CSc1nnnn1-c1ccccc1F,1%,i,1.2,11%,1.1,10%,2.7%,-2.8%,1%,12,15
CC(C)(C)c1ccc(C2(C)NC(=O)NC2=O)cc1 (stereo not given),0%,i,0.7,x,x,x,1.2%,x,-10%,x,x
CCOC(=O)c1sc(C)c(C(=O)NCC(C)(C)CN(C)C)c1N,1%,i,0.8,3%,1.1,1%,0.0%,-26%,6%,-9,-2
Cc1ccc(C2C(N)C(=O)N2c2ccc(C)cc2)cc1 (stereo not given),-1%,i,0.3,x,x,x,0.9%,x,5%,x,x
Cc1ccc(NCc2nnc(SCC(=O)NNC(=O)Cc3ccccc3)n2C)cc1,-1%,+,0.1*,x,x,x,1.2%,x,2%,x,x
CCc1ccc2c(CN3CCc4ccccc43)cc(=O)oc2c1,4%,i,0.6,-31%,1.1,-29%,3.1%,-3.5%,-1%,17,12
COc1ccc(S(=O)(=O)N2CCCCC2)cc1C(=O)Nc1cc(C)on1,2%,i,2.1,x,x,x,2.1%,x,-9%,x,x
CCc1nnc(NC(=O)C2=CCN(S(=O)(=O)c3ccccc3)CC2)s1,-2%,i,0.4,x,x,x,4.4%,x,-2%,x,x
O=C1OC(N2CCN(C(=O)C3CCCO3)CC2)c2ccccc21 (stereo not given),-2%,i,1.5,1%,1.1,-4%,0.4%,-2.7%,13%,0,-16
CC1CN(c2ccc([N+](=O)[O-])cc2F)CCN1C(=O)c1ccco1 (stereo not given),1%,i,1.1,x,x,x,10%,x,-2%,x,x
CC1CN(Cc2nc3ccccc3c(=O)[nH]2)CC(C)O1 (stereo not given),0%,i,0.4,-6%,1,2%,0.3%,-10%,-3%,8,8
CCOc1ccc(N(CC(=O)Nc2cccc(OC)c2)S(C)(=O)=O)cc1,-4%,i,1.0,x,x,x,0.4%,x,-3%,x,x
Cc1nn(CC(=O)NC(C)c2ccccc2)c(=O)c2ccccc12 (stereo not given),2%,i,1.5,-1%,1.1,-4%,4.9%,-5.7%,1%,-14,-4
C/C(=N/NC(=O)c1cc2ccccc2cc1O)c1ccco1,-6%,i,1.2,x,x,x,1.2%,x,-1%,x,x
CNC(=O)CNC(=O)Nc1ccc(Cl)c(Cl)c1,3%,i,0.2,2%,1.1,2%,3.4%,-3.2%,-1%,-1,7
O=S(=O)(c1ccc(Cl)s1)N1CCN(c2ncccn2)CC1,1%,i,7.9,6%,1.1,10%,-0.7%,-5.7%,12%,-7,-12
CC1CC(Nc2cccc(O)c2)=CC(=O)O1 (stereo not given),-1%,i,0.9,-1%,1.1,-5%,-0.4%,-5.5%,3%,-8,-13
CC(OC(=O)Cc1n[nH]c(=O)c2ccccc12)C(=O)Nc1ccc(Cl)cn1 (stereo not given),-2%,i,1.3,x,x,x,-0.6%,x,5%,x,x
O=C(Nc1ccccc1C(=O)NCc1ccccc1)c1ccco1,3%,i,1.5,8%,1.1,6%,1.7%,-7.0%,17%,0,-3
O=C(CSc1nnc(-c2ccccc2)o1)N1CCN(c2ccccc2)CC1,-1%,i,7.1,4%,1,0%,-1.1%,-8.0%,5%,-4,-1
O=c1c2ccccc2nc(SCc2ccc([N+](=O)[O-])cc2)n1CCCO,7%,u,x,15%,1.1,7%,4.2%,-1.1%,0%,-9,-10
Cc1nnc(SCC(=O)N2CCCCC2)s1,-3%,i,1.2,-12%,1,-18%,0.2%,-4.9%,-1%,-1,-5
COCCNC(=S)N/N=C(\C)c1ccc(O)cc1,-1%,i,0.0,5%,1,7%,2.1%,-6.9%,7%,-2,-16
CC(Cl)C(=O)N1c2ccccc2CCc2ccccc21 (stereo not given),9%,i,0.8,x,x,x,-1.2%,x,-3%,x,x
O=C(c1cc(-c2ccccc2)on1)N1CCCCCC1,4%,i,1.1,x,x,x,8.1%,x,7%,x,x

# The order is random; about 3.1% have a hit in one of these screens.
